# Rac1 wt GTP bind – wildtype Rac1 GTP binding modulators, primary screen, biochemical, GST-Rac1 beads, flow cytometry, multiplex; Ras-related C3 botulinum toxin substrate 1 (Homo sapiens), P63000; fluorescent GTP binding; actives lie on both sides; 0 = cold GTP competed, 100 = untreated; GTP binding activity (% of control), % at 10 µM; 190,000 compounds, 0.27% hits; AID 757, 2007;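 active means GTP binding activity at least 20 points away from the 100% control level, either lower or higher; inconclusive means compound flagged as likely green fluorescent, judged across all proteins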
# Mcl1 Noxa PPI – Mcl-1/Noxa binding inhibitors, primary screen, biochemical, TR-FRET, 1536-well. 220,000 compounds, 1.5% hits. inhibition, % at 21.7 µM. Induced myeloid leukemia cell differentiation protein Mcl-1 (Homo sapiens), Q07820. TR-FRET Mcl-1/Noxa peptide binding, 2 h;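 active means compounds that cut the protein-peptide binding signal by more than 50% relative to plate controls in a single-dose test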;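 further: His-tagged Mcl-1 with rhodamine Noxa BH3 peptide and terbium anti-His antibody; 0% = Mcl-1 plus Noxa peptide wells and 100% = peptide-only wells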
# Target sequence (Q07820 whole entry, looked up): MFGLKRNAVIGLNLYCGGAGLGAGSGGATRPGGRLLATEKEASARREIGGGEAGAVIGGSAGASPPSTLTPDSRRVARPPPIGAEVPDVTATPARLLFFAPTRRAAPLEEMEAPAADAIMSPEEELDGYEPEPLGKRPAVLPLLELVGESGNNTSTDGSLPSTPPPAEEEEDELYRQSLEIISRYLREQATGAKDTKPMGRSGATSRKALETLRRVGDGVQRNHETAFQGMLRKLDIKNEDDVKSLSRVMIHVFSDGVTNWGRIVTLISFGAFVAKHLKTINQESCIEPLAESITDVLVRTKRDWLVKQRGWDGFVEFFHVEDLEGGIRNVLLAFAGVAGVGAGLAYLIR
# Rab7 wt modul – modulators of GTP binding to Rab7, primary screen, biochemical, wildtype, multiplex bead flow cytometry. GST-Rab7 beads, fluorescent GTP binding; actives lie on both sides; untreated = 100%, excess cold GTP = 0%. GTP binding activity (percent of control), % at 10 µM. 190,000 compounds, 0.055% hits;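 active means fluorescent GTP binding to Rab7 beads changed by at least 20 points from the 100% baseline, either direction, mostly lower; inconclusive means compound itself probably fluorescent, or too few beads counted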;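 further: median green fluorescence of bound Bodipy-FL-GTP per Rab7 bead population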
# Bim-Mcl-1 – inhibitors of Bim peptide binding to Mcl-1, primary screen, biochemical, bead-based flow cytometry, multiplex. Bim peptide-Mcl-1 binding. 190,000 compounds, 0.1% hits. Induced myeloid leukemia cell differentiation protein Mcl-1 (Homo sapiens), Q07820. inhibition, % at 10 µM; in the data active means inhibition above about 40%;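 further: 0% = no compound tracer wells and 100% = peptide blocker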
# Rab2A wt mod – modulators of GTP binding to Rab2A wildtype, primary screen, biochemical, dog, bead-based flow cytometry, multiplex; Ras-related protein Rab-2A (Canis lupus familiaris), P61105; GST-Rab2 wt beads, Bodipy-GTP binding; GTP binding activity, % at 10 µM; 190,000 compounds, 0.19% hits; AID 760, 2007;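 active means GTP binding activity at least 20 points away from 100%, either lowered or raised; inconclusive means signal likely due to the compound's own green fluorescence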;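 further: 0% = beads with excess unlabeled GTP and 100% = no-compound control corrected for plate trend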
# RGS8-Gao reg – RGS8-Galphao binding modulators, primary screen, biochemical, multiplexed bead flow cytometry | response (percent of control binding), % at 10 µM | 220,000 compounds, 0.34% hits | actives lie on both sides; in the data active means response below about 60% or above about 140%; inactive means in between;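 further: Galphao activated as the GDP aluminium fluoride complex binding bead-coupled RGS8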
# HRas wt GTP bind – modulators of GTP binding to HRas wildtype, primary screen, biochemical, bead-based flow cytometry, multiplex; GST-Ras wt beads, Bodipy-FL-GTP binding; actives lie on both sides; GTP binding activity, % at 10 µM; 190,000 compounds, 0.14% hits;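 active means GTP binding activity at least 20% away from the 100% baseline, either lowered as inhibitor or raised as activator; inconclusive means flagged as likely green fluorescent, judged across all proteins in the well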;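 further: 0% = unlabeled GTP competition control and 100% = no-compound control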
# Target sequence (P01112 whole entry, looked up): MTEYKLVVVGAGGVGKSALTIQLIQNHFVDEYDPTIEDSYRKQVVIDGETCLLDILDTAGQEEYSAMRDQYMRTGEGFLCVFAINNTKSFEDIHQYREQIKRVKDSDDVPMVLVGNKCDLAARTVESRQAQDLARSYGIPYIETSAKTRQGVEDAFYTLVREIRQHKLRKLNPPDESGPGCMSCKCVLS
# Pf gamet viab – late stage P. falciparum gametocyte viability inhibitors, primary screen, ATP luminescence, HTS | P. falciparum stage V gametocytes, 24 h | inhibition, % at 10.9 µM | 150,000 compounds, 0.065% hits | AID 743093, 2013;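 active means inhibition above the mean plus 3 SD of compounds within the control limits, set per campaign, cut at about 38% in these data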;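 further: 0% = DMSO wells and 100% = medium only without gametocytes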
# Mcl1-Bid inh – Mcl-1/Bid binding inhibitors, primary screen, biochemical, TR-FRET, 1536-well; Induced myeloid leukemia cell differentiation protein Mcl-1 (Homo sapiens), Q07820; TR-FRET Mcl-1/Bid-Dy647 peptide binding; inhibition, % at 21.7 µM; 220,000 compounds, 0.97% hits; AID 1021, 2008;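 active means compounds that cut the binding signal by more than half at the single screening dose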;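 further: His-tagged Mcl-1 with europium anti-His antibody binding Bid BH3 peptide; 0% = Mcl-1 plus peptide wells and 100% = peptide-only wells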
# Cdc42 wt GTP – modulators of GTP binding to wildtype Cdc42, primary screen, biochemical, multiplex bead flow cytometry, Bodipy-GTP. GST-Cdc42 beads; actives lie on both sides. percent activity (GTP binding), % at 10 µM. 190,000 compounds, 0.2% hits. AID 761, 2007;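 active means percent activity GTP binding at least 20 points away from the 100% baseline, either down as inhibitor or up as activator; inconclusive means compound flagged as likely green fluorescent from well-wide comparison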;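 further: median bead fluorescence of bound Bodipy-FL-GTP at 100 nM; 0% = excess unlabeled GTP control and 100% = no compound control; below 100% means less GTP binding so inhibitor and above means activator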
# Target sequence (P60953 whole entry, looked up): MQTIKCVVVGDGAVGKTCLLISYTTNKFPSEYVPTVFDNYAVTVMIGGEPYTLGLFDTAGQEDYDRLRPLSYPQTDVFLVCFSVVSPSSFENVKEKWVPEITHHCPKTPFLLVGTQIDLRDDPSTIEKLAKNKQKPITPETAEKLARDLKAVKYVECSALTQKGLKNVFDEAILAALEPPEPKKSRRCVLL
# Rac1 act GTP bind – GTP binding modulators of activated mutant Rac1, primary screen, biochemical, bead-based flow cytometry, multiplex, fluorescent GTP. Ras-related C3 botulinum toxin substrate 1 (Homo sapiens), P63000. GST-Rac1 activated beads; actives lie on both sides; 100% means binding = to untreated wells. percent activity (GTP binding), % at 10 µM. 190,000 compounds, 0.11% hits;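 active means GTP binding at least 20 percentage points away from the 100% baseline, in either direction, so actives lie on both sides; inconclusive means Compound likely fluorescent itself, or too few beads counted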
# * = called active by the depositor; ? = inconclusive; · = no result given.
SMILES,Rac1 wt GTP bind,Mcl1 Noxa PPI,Rab7 wt modul,Bim-Mcl-1,Rab2A wt mod,RGS8-Gao reg,HRas wt GTP bind,Pf gamet viab,Mcl1-Bid inh,Cdc42 wt GTP,Rac1 act GTP bind
COc1ccc(CNC(=O)COC(=O)c2ccc3c(c2)OCCO3)cc1,?,12,?,-3,?,101,?,·,-4,?,?
O=C(O)CCCCCN1C(=O)C(O)=C(C(=O)/C=C/c2ccccc2)C1c1ccc2c(c1)OCO2 (stereo not given),?,6,?,2,?,104,?,·,-50,?,?
Cc1ccc(C(=O)N/C(=C/c2cccnc2)C(=O)NCc2ccco2)cc1,104,10,103,-4,101,105,100,-17,-5,101,98
O=C(OCc1cccc([N+](=O)[O-])c1)c1ccncc1,99,-9,101,2,98,102,98,13,-9,97,93
CN(C)S(=O)(=O)c1cc(NC(=O)CN2C(=O)NC3(CCCc4ccccc43)C2=O)ccc1Cl (stereo not given),98,16,98,4,98,105,98,-5,-7,97,97
O=C(Nc1ccccn1)C(NS(=O)(=O)c1cccc2nsnc12)c1ccccc1 (stereo not given),102,-3,105,0,103,100,100,·,-3,102,98
O=C(COc1ccc(Cl)cc1)Nc1ccc(N2CCN(C(=O)c3ccco3)CC2)cc1,104,27,100,-3,100,90,99,·,-116,101,102
CC(C)NC(=O)C1CCN(C2CCN(Cc3nc4ccccc4s3)CC2)CC1,103,14,99,-3,100,102,100,8,-22,100,98
CCCOc1ccccc1-c1nc(SCCC(=O)O)n[nH]1,94,-2,93,-1,94,99,96,8,-13,98,94
CCCn1c2c(c(O)c(C(=O)NCCCN(CC)CC)c1=O)CCCC2,103,17,99,-11,102,83,102,·,1,99,99
Cc1ccccc1N1C(=O)CC(N2CCC(C(N)=O)CC2)C1=O (stereo not given),100,14,102,-4,100,98,101,-12,15,102,99
COc1ccc(CNc2nc3c(c(=O)n(Cc4ccc(Br)cc4)c(=O)n3C)n2C)cc1,80,4,92,-3,87,99,90,14,-133,83,79*
O=C1Nc2ccc(S(=O)(=O)N3CCCCCC3)c3cccc1c23,99,1,91,-3,93,82,94,·,-9,94,94
COc1ccccc1NC(=O)/C(=C/c1cccc([N+](=O)[O-])c1)c1ccccc1,99,23,101,0,98,96,101,·,-5,99,99
O=C(NCc1ccc(Cl)cc1)c1ccc2nc[nH]c2c1,102,27,100,0,96,105,99,-18,-15,101,100
CCN1CCN(CCOc2cccc(Cl)c2Cl)CC1,101,24,98,-2,99,104,100,-19,19,101,97
COc1ccc(CCNC(=O)c2csc3c2CCCC3)cc1OC,97,0,105,0,97,98,98,2,-18,94,93
O=C(O)c1cccc(NCc2cccnc2)c1,112,4,103,0,101,100,101,·,-51,106,100
Cc1nn(C)cc1C=NCCOCc1ccccc1,101,18,102,-2,97,97,99,1,5,100,98
O=C(CCCO)c1ccc2c(c1)OCCO2,?,4,?,0,?,100,?,·,-2,?,?
CCN1CCN(c2nc3c(c(=O)[nH]c(=O)n3C)n2CCCSc2ncccn2)CC1,98,11,94,0,97,100,99,·,-62,101,100
COc1ccc(-c2cc(C3CCN(Cc4ccc([N+](=O)[O-])cc4)CC3)[nH]n2)cc1,93,18,98,-2,94,103,95,7,-7,96,93
O=[N+]([O-])c1ccc(Sc2ccc(Cl)c(Cl)c2)nc1,98,-3,93,-4,95,100,98,-33,-57,100,96
COC(=O)/C=C1\SC(=Nc2ccc(OC)cc2)NC1=O,95,2,96,0,96,97,95,20,-5,99,94
O=C(CCc1nnc(CCCCc2ccccc2)o1)N1CCC(N2CCCC2)CC1,96,24,96,-2,96,102,95,-13,-14,98,97

# The results go on:
SMILES,Rac1 wt GTP bind,Mcl1 Noxa PPI,Rab7 wt modul,Bim-Mcl-1,Rab2A wt mod,RGS8-Gao reg,HRas wt GTP bind,Pf gamet viab,Mcl1-Bid inh,Cdc42 wt GTP,Rac1 act GTP bind
COc1ccc(S(=O)(=O)NCCc2nnc3ccc(SCc4cccnc4)nn23)cc1,100,-17,100,-2,96,102,96,·,2,96,96
Cc1ccc(N(CC(=O)Nc2ccc(-c3nc4ccc(C)cc4s3)cc2)S(C)(=O)=O)cc1,99,3,100,-3,102,107,102,8,-17,101,97
COCCNC(=O)C(c1cccc(OC)c1)N(C(=O)Cn1nnc2ccccc21)c1cccnc1 (stereo not given),104,6,98,-2,101,102,102,·,-3,102,101
COc1ccccc1-c1nnc2sc(COc3ccc(F)cc3)nn12,105,8,106,-4,103,106,105,·,-26,104,98
CCn1c(C(C)NC(=O)Cc2ccccc2)nc2ccccc21 (stereo not given),101,28,101,-9,102,119,100,·,-22,101,99
Cn1ncc(Cl)c(Oc2ccc(Cl)cc2)c1=O,104,-2,102,-6,100,100,99,-2,-7,100,98
[O-][n+]1cccc2c(Br)cc(Br)c(O)c21,96,-16,98,0,94,99,95,16,-62,92,93
COc1cccc(C2NC(=O)NC(C)=C2C(=O)Nc2cccc(C)c2C)c1 (stereo not given),101,-1,99,0,98,96,100,·,-6,101,99
Cc1nc2ccc(NC(=O)c3nn(C(C)C)c(=O)c4ccccc34)cc2s1,100,-11,99,20,98,98,98,7,14,97,96
Cc1ccc(C(=O)C2C(c3cccs3)NC(=O)NC2(O)C(F)(F)F)cc1 (stereo not given),105,12,98,-3,102,106,101,11,63*,105,101
O=C(Nc1ccc(OC(=O)c2cccs2)cc1)c1ccco1,93,·,91,0,93,101,94,·,-7,94,94
CC(C)CNC(=O)c1c(F)c(F)c(F)c(F)c1F,96,-4,94,0,97,101,95,4,-30,97,95
COCC(C)n1c(C)cc(C(=O)Cn2nc(C(=O)O)c3ccccc3c2=O)c1C (stereo not given),94,-5,102,-1,98,101,98,·,-35,94,95
CCCCSc1nnc(CCCCCNC(=O)OC(C)(C)C)o1,101,16,98,0,97,104,97,-9,-10,96,95
C=CCn1cc(C(=O)NCc2ccc3c(c2)OCO3)c(=O)c2cc(S(=O)(=O)N(CC)CC)ccc21,109,-9,95,-3,99,103,97,·,-8,100,98
Cc1cc(C)n(-c2nc3ccccc3nc2N2CCN(S(=O)(=O)c3ccc(F)c(C)c3)CC2)n1,101,0,101,-1,98,100,99,15,10,98,98
Cc1cc(C(=S)N2CCOCC2)c(C)n1-c1ccc(Cl)cc1,106,24,98,7,100,95,101,·,-55,100,100
C=CCc1c(C)nc(SC)nc1Nc1ccccc1,104,-2,99,0,97,103,100,5,2,103,98
N#CC(C#N)=C1C=C2C=C(N3CCCCCC3)CCC2CC1 (stereo not given),?,-45,?,·,?,107,?,-13,-49,?,?
CSC1=NCCN1C(=O)c1cccc(C(F)(F)F)c1,107,7,100,-6,102,100,101,·,-8,105,101
CCNC(=O)C(=O)NCCc1ccc(Cl)cc1,96,7,97,1,96,104,98,·,-64,98,95
